MT stabilizer: microtubule stabilizers in HeLa cells. HeLa tubulin immunostaining HCS, 24 h; share of cells brighter than vehicle mean+2SD. % tubulin-high responders, % at 10 µM. 0.83% of 200,000 active. AID 2205;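 active = plate Z-score above 3 for both tubulin-high and condensed-nucleus cell shares, with cell loss under 80%, at 10 µM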;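 note: anti alpha tubulin signal scored within the nucleus-defined area of each cell; some results filed as inactive read as strong as hits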
Insulin prom up: MIN6 insulin promoter up-regulation; AID 1625; MIN6 insulin promoter-GFP reporter, high-content imaging; stronger effect = higher value; 0.3% of 190,000 active; z-score at 5 µM;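 active = z-score above 3 at 5 µM with at least 500 cells counted in the well; inconclusive = wells under 500 cells, flagged as cytotoxic or low count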
HIV peptide binding: cell-free HIV fusion peptide-binding blockers – biochemical, uHTS, fluorescence dequenching, primary screen (AID 1986); cell-free peptide binding, fluorescence dequenching, 30 min; higher % means a stronger effect; 0.3% of 290,000 active; inhibition, % at 20 µM; hits with a dose series show IC50 in µM; in the data active = inhibition mostly above about 52%, no sharp cut-off; inactive = mostly below about 76%; note: some results filed as inactive read as strong as hits
bCat nuc transl: modulators of beta-catenin nuclear translocation | HeLa beta-catenin nuclear translocation, immunofluorescence imaging | nuclear translocation activity, % at 5 µM | 0.3% of 190,000 active;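 active = nuclear translocation activity above 50% at 5 µM, with a well cell count of 50 or more; inconclusive = wells under 50 cells across six images, flagged as toxic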;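 note: per-cell ratio of nuclear to cytoplasmic median beta-catenin stain intensity; plate controls were DMSO negative control for no effect and GSK-3 inhibitor IX positive control for full effect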
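System: Human HeLa cells, endogenous beta-catenin | Compound dosing: 5 µM primary, 0.02–20 µM confirmation | Timing: 24 h compound exposure at 37°C, 5% CO2 | Measured by: Fluorescence imaging of beta-catenin antibody stain plus DAPI | Read-out basis: % activation of per-cell nuclear versus cytoplasmic median beta-catenin signal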
Yfh1-off respiration: mitochondrial function rescue without frataxin homolog – Friedreich's ataxia, plus single-dose screen, dose response (AID 1465); S. cerevisiae Yfh1-off respiration, WST-1 reduction, 72 h; higher fold induction means a stronger effect; fold induction at 50 µM, or EC50 in µM where a hit was titrated; 0.074% of 220,000 active;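 active = fold induction of absorbance versus untreated yeast above a set limit, then at least 30% activation at any dose in follow-up; inconclusive = repeats straddling the limit, or above it without dose testing; inactive = fold induction below the set limit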;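 note: activators that raise dye reduction in frataxin-depleted yeast; strong numbers were not always called active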
WT yeast gro inh: growth inhibition of WT yeast, mitochondrial fusion screen; 2.1% of 190,000 active; mitochondrial fusion phenotypic screen, WT strain; AID 1362; inhibition, % at 10 µM; in the data active = inhibition above about 58%; tested in S. cerevisiae
Dynein cargo inh: dynein cargo transport inhibition; 0.47% of 220,000 active; z-score, hits read low; 3617.4 mouse cells, GR-EGFP nuclear translocation imaging; test concentration mostly 20 µM; stimulated with dexamethasone, 1 µM; stronger effect = lower value;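 active = plate z-score of nuclear minus cytoplasmic receptor signal below a set negative limit, without overly bright fluorescence or cell loss, cut at about -3.5 in these data, passing the limit was not always enough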;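 note: z-score of nuclear minus cytoplasmic ring GR-EGFP intensity difference per well; some compounds called inactive have numbers as strong as hits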
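Buffer or medium: Induction medium lacking tetracycline, stripped serum | Also added: Dexamethasone agonist, 1.0 µM final, for 30 min | Timing: 48 h induction, 1 h compound, 30 min dex at 37 °C | Detection: Formaldehyde fixation, Hoechst nuclear stain, 10x automated fluorescence imaging | Measure: Nuclear versus cytoplasmic GR-EGFP signal, averaged per well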
Autophagy mod: alters autophagy in cells. calls only at 10 µM (by protocol). 0.98% of 190,000 active. MEF GFP-LC3 puncta imaging; test concentration mostly 10 µM;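 active = percentage of spot-positive cells more than 3 SD above its plate mean, without a fluorescence outlier flag or 80% toxicity; inconclusive = no clear call, values can overlap the other calls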;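 note: spot-positive cell cutoff set from DMSO-treated cells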
AID2073: disruptors of CaV2.2 binding to Mint1 – biochemical, HTRF (AID 2073). 0.19% of 290,000 active. inhibition, % at 20 µM, or IC50 in µM where a hit was titrated. HTRF protein-protein interaction, Mint1-CaV2.2; higher % means a stronger effect; in the data active = inhibition mostly above about 51%, no sharp cut-off; inconclusive = no clear call, values can overlap the other calls; inactive = mostly below about 53%; note: some results filed as inactive read as strong as hits
WT yeast gro inh mutant strain: second read-out of WT yeast gro inh, no call of its own (marks repeat the call); inhibition, %; mitochondrial fusion phenotypic screen, mutant strain inhibition
Dynein cargo inh cytoplasmic EGFP: recorded beside Dynein cargo inh, whose call it bears; z-score; measured here: cytoplasmic GR-EGFP intensity; stronger effect = higher value
Dynein cargo inh nuclear GR-EGFP: second read-out of Dynein cargo inh, no call of its own (marks repeat the call); z-score; measured here: nuclear GR-EGFP intensity;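 lower value marks the stronger effect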
Dynein cargo inh cell count: second read-out of Dynein cargo inh, no call of its own (marks repeat the call); z-score; measured here: cell count per field
Insulin prom up cell count: second read-out of Insulin prom up, no call of its own (marks repeat the call); cell count; measured here: cytotoxicity, nuclei count;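 total cells summed across four imaged fields per well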
bCat nuc transl cell count 5 µM: second read-out of bCat nuc transl, no call of its own (marks repeat the call); cell count; measured here: cell count, cytotoxicity flag
MT stabilizer Hoechst-high %: second read-out of MT stabilizer, no call of its own (marks repeat the call); % Hoechst-high responders; measured here: nuclear condensation Hoechst responders;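 share of cells brighter than vehicle mean plus two SD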
MT stabilizer cytotoxicity %: also measured in MT stabilizer; calls as there; toxicity, %; measured here: cytotoxicity by cell density;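 0% = mean cell density of plate MIN control wells and 100% = no cells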
Autophagy mod cell loss 18 h: also measured in Autophagy mod; calls as there; toxicity, %; measured here: cell loss, nuclei count;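 cell loss after 18 h compound exposure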
* = called active by the depositor; i = inactive; ? = inconclusive; . = not tested or not shown; + = active, no number.

SMILES | MT stabilizer | MT stabilizer Hoechst-high % | MT stabilizer cytotoxicity % | Insulin prom up | Insulin prom up cell count | HIV peptide binding | bCat nuc transl | bCat nuc transl cell count 5 µM | Yfh1-off respiration | WT yeast gro inh | WT yeast gro inh mutant strain | Dynein cargo inh | Dynein cargo inh cytoplasmic EGFP | Dynein cargo inh nuclear GR-EGFP | Dynein cargo inh cell count | Autophagy mod | Autophagy mod cell loss 18 h | AID2073
CC(C)(C)n1nnc(CCc2nnn(C(C)(C)C)n2)n1 | 2.7 | 1.5 | 8.8 | . | . | -0.3% | -0.7 | 1137 | i | 11.0 | -14.8 | -0.909 | -0.22 | -0.982 | 0.0577 | i | 0.5 | 26.8%
Cc1csc2c(NCCCN3CCOCC3)ncnc12 | . | . | . | -0.3 | 1448 | 0.2% | -0.8 | 1090 | i | . | . | -0.268 | -0.22 | -0.194 | 0.551 | . | . | 6.6%
O=C(NCc1ccccc1)N1CCC(n2cnc3cc(F)ccc32)CC1 | 3.3 | 2.1 | 4.6 | 0.83 | 1175 | -1.6% | -2.4 | 835 | i | 8.9 | 0.4 | 0.254 | 0.0734 | 0.674 | -0.697 | i | 11.1 | 1.0%
CCCCOc1ccc(C(NC(=O)OCC)NC(=O)OCC)cc1 | 1.9 | 2.5 | 1.9 | -0.66 | 1244 | 1.3% | -0.9 | 965 | i | 16.2 | 12.5 | -0.741 | 0.124 | -0.451 | 1.48 | i | 12.5 | 3.2%
COc1ccc(C)cc1NC(=S)NNC(=O)c1c(Br)cnn1C | 1.9 | 1.5 | 9.8 | 0.27 | 1549 | 4.9% | -1.8 | 1040 | i | 4.1 | 11.9 | -0.424 | -0.268 | -0.254 | 0.834 | i | 16.4 | 4.6%
Cc1ccnc(NC(=S)NC(=O)/C=C/c2ccc(Cl)cc2)c1 | 4.5 | 3.3 | 6.6 | -0.07 | 1456 | 8.8% | . | . | i | 9.7 | 22.2 | -0.572 | -0.261 | -0.00351 | 0.0349 | i | -17.1 | 1.1%
O=C(Nc1ccccc1-c1ccccc1)c1cccc(C(F)(F)F)c1 | 1.7 | 3.2 | 11.2 | -1.06 | 1472 | 0.2% | -1.5 | 1045 | i | 13.2 | -1.3 | -0.645 | -0.166 | -0.346 | 0.467 | i | -8.4 | 5.2%
COc1ccc(C2=C(Nc3ccc(C)cc3)c3ccccc3C2=O)cc1 | 2.1 | 2.7 | 1.2 | -0.62 | 1196 | -3.8% | . | . | i | 12.0 | -7.4 | 1.15 | -0.304 | 0.0597 | -0.245 | i | 9.1 | 8.0%
CCOC(=O)c1cc2c(C)n(-c3ccc(C)cc3)c(C)c2ccc1=O | 2.1 | 1.0 | 2.3 | ? | . | -2.0% | -2.1 | 1354 | i | 7.5 | -11.8 | -0.314 | -0.191 | -0.263 | 0.375 | i | 9.1 | 6.2%
C[C@H](NS(=O)(=O)c1ccc(Cl)cc1)C(=O)OCC(=O)c1ccc[nH]1 | . | . | . | -0.37 | 1033 | -2.1% | 0.3 | 1338 | i | . | . | -0.776 | -0.742 | -0.634 | 0.000664 | . | . | 12.1%
O=C(N/C=C/c1ccc(Cl)cc1)NCc1ccc(Cl)cc1 | 1.9 | 1.8 | 4.8 | -1 | 1485 | 2.5% | -0.8 | 1414 | i | 6.2 | 15.6 | 0.845 | -0.169 | 0.251 | -1.09 | i | -0.2 | -5.5%
COc1ccc(-c2nc(S(=O)(=O)c3ccc(C)cc3)c(N3CCCC3)o2)cc1 | 2.6 | 1.6 | 5.3 | -0.24 | 1161 | 3.4% | . | . | i | 4.5 | 7.6 | -0.269 | -0.247 | -0.173 | 0.182 | i | 2.1 | 9.3%
Cc1c(Br)c(C(=O)NCc2cc3cc(Cl)ccc3[nH]2)nn1C | 2.8 | 4.2 | 13.3 | -0.05 | 1229 | 2.4% | -0.7 | 516 | i | 21.8 | 19.2 | 0.122 | -0.158 | 0.895 | -0.196 | i | 11.2 | -1.7%
CCC1(c2ccc(F)cc2)NC(=O)N(CC(=O)Nc2ccc(C)c(S(=O)(=O)N3CCOCC3)c2)C1=O (stereo not drawn) | 4.2 | 2.3 | 1.8 | -0.51 | 1241 | -1.1% | -1.7 | 1151 | i | 1.8 | -20.7 | -0.216 | 0.0407 | 0.458 | -2.12 | i | 2.7 | 1.4%
Cc1ccc(C(=O)COC(=O)CCc2ccc(S(=O)(=O)N3CCCCC3)cc2)cc1 | 5.2 | 1.0 | 7.6 | -0.68 | 1467 | 14.4% | -2.2 | 1113 | i | 6.3 | 0.0 | -0.595 | -0.0977 | -0.387 | -0.119 | i | -42.7 | 21.0%
COC(=O)C1(C(F)(F)F)N=C2Sc3ccccc3N2C(N2CCOCC2)=N1 (stereo not drawn) | 5.5 | 2.1 | 8.2 | 0.75 | 1986 | -0.9% | -1.6 | 1172 | i | 9.4 | -2.2 | -0.224 | -0.141 | 0.155 | -0.362 | . | . | -1.8%
CC(C)Sc1nc2ccccc2c(=O)[nH]1 | 3.3 | 2.5 | 7.4 | . | . | 0.8% | . | . | i | 16.5 | 14.2 | 0.401 | -0.242 | 0.304 | 0.76 | i | -2.3 | -1.8%
CN(C)Cc1c(O)c(Cl)cc2c3c(c(=O)oc12)CCCC3 | 0.7 | 1.2 | 9.2 | . | . | 17.4% | -1.4 | 1211 | i | -3.6 | -2.8 | -0.318 | 0.0756 | 0.144 | 0.217 | i | -3.5 | 22.0%
O=C(NC1=NCCS1)c1sc2ccccc2c1Cl | 2.1 | 1.3 | 5.8 | 0.04 | 1875 | 1.6% | -1.9 | 1110 | i | 8.0 | -7.5 | -0.955 | -0.185 | -0.0706 | 0.202 | i | 16.2 | 18.0%
CCCOC(=O)C1=C(C)N(C)C(=O)NC1c1cc2c(cc1[N+](=O)[O-])OCO2 (stereo not drawn) | 2.0 | 2.5 | 5.0 | 0.67 | 1125 | 32.7% | -0.6 | 1031 | i | 11.9 | 8.6 | -0.498 | -0.356 | 0.115 | -0.315 | i | 0.6 | ?
CCOC(=O)c1c(NC(=O)c2cc3n(n2)C(C(F)(F)F)CC(c2cccs2)N3)sc(C)c1C (stereo not drawn) | 5.2 | 2.8 | 8.0 | -0.82 | 1374 | -0.1% | -1.1 | 1063 | i | 8.2 | -0.3 | -0.806 | -0.227 | -0.374 | 0.503 | i | -14.8 | 20.5%
COc1cc(C(=O)NC2=NCCS2)cc(OC)c1OC | 1.4 | 1.0 | 6.1 | . | . | 2.0% | -6.6 | 1116 | i | 12.4 | 20.7 | 0.349 | -0.245 | 0.414 | 0.579 | i | -5.3 | -2.3%
CC(=O)C(=Cc1ccc(C(=O)O)cc1)C(C)=O | 7.5 | 2.6 | 8.8 | . | . | 5.3% | -1.0 | 1070 | i | -6.5 | 10.6 | -1.16 | -0.237 | -0.3 | 1.82 | i | 2.1 | 4.1%
COc1ccc(-c2cnn3c4c(c(C)nc23)CCN4C(C)C)cc1OC | 1.2 | 1.5 | 1.8 | 0.47 | 1815 | -4.8% | -1.3 | 1194 | i | -2.2 | 11.6 | . | . | . | . | i | -5.0 | -11.6%
C[n+]1c2n(c3ccccc31)N=C(c1ccc(Cl)cc1)CS2 | 2.0 | 1.6 | 1.2 | -3.48 | 935 | -0.8% | -0.6 | 999 | i | 21.1 | 2.3 | -0.599 | -0.46 | -0.167 | -0.116 | i | 16.8 | -21.8%
CC1CC2(CC(C)(C(=O)CSc3n[nH]c(-c4ccccc4Cl)n3)OC2=O)C(=O)O1 (stereo not drawn) | 3.8 | 3.1 | 4.6 | 1.1 | 1217 | -1.6% | 2.1 | 848 | i | -4.4 | 3.1 | -0.314 | 0.249 | -0.237 | 0.756 | i | -5.9 | -22.1%
CCc1ccc(-c2cc(C(F)(F)F)n3nc(C(=O)Nc4c(C)nn(Cc5ccccc5Cl)c4C)cc3n2)s1 | 2.2 | 2.2 | 7.6 | -2.96 | 655 | 0.4% | -0.4 | 1233 | i | -1.1 | 2.0 | 0.445 | -0.209 | 0.732 | 0.302 | + | -11.9* | 45.0%
COc1ccc(NC(=S)NCCSc2ccc(Cl)cc2)c(OC)c1 | 2.3 | 1.9 | 2.9 | 0.96 | 1826 | -4.8% | . | . | i | 73.1* | 50.1* | 0.00185 | -0.21 | -0.301 | -0.011 | i | -27.8 | -20.8%
CC(=O)c1cccc(NC(=O)CSC(=O)c2ccccc2)c1 | 2.3 | 3.4 | 6.5 | 0.02 | 1528 | 2.7% | -2.1 | 1354 | i | -3.2 | -10.1 | -0.879 | -0.245 | -0.548 | 0.445 | i | 1.0 | -6.6%
Cc1cc(NS(=O)(=O)c2ccc(NC(=O)COc3ccccc3C(C)C)cc2)no1 | 11.2 | 2.7 | 6.9 | -0.9 | 1974 | 9.4% | -1.5 | 1142 | i | 7.6 | -4.6 | 3.14 | 0.0202 | 2.22 | -1.28 | . | . | 1.9%
CC(C)(C)C(=O)Cn1c(=N)n(Cc2ccccc2Cl)c2ccccc21 | 0.8 | 0.5 | 7.7 | -1.26 | 1014 | 0.5% | . | . | i | 14.2 | 27.9 | -0.705 | -0.13 | -0.055 | -0.0575 | i | 10.4 | 13.5%
N#CCCn1nnc2ccccc21 | 1.3 | 1.0 | 8.3 | . | . | -3.0% | . | . | i | -1.1 | -14.5 | -0.803 | 0.365 | -0.344 | 1.21 | i | 6.8 | 1.7%

Assay outcomes (PubChem)

Not a hit list; any-hit rate near 4.2%.
